# Assay outcomes deposited in PubChem BioAssay by National Center for Advancing Translational Sciences (NCATS).
# Tb PFK block: qHTS Assay to Find Inhibitors of T. brucei phosphofructokinase; ATP-dependent 6-phosphofructokinase (Trypanosoma brucei brucei), O15648; T. brucei PFK, ADP-Glo luminescence; Potency, µM (top dose mostly 57.5 µM), for the others: at the highest dose activity, negative = inhibition, usual class: inhibitors; actives 0.17% (n = 330,000);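 further: potency means the concentration at half of the fitted maximal effect; 0% = uninhibited 1x PFK enzyme wells and -100% = no-enzyme wells; nearly all actives have a fitted effect of over 60% in size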
#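 1.25 nM PFK with 0.5 mM F6P and 0.1 mM ATP in 0.1 M TEA pH 8.0, 5 mM MgCl2, incubated 45 min at room temperature; ADP measured by ADP-Glo luminescence; compounds titrated up to 57 uM.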
# TSHR antagonist: Antagonists of the Thyroid Stimulating Hormone Receptor: HTS campaign | activity change, negative = inhibition, % at 11.5 µM | AID 504810, 2011 | actives 0.2% (n = 330,000) | Thyrotropin receptor (Homo sapiens), P16473 | TSHR-expressing cells, TSH-stimulated cAMP HTRF, 2 h; active compounds read low;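 active means activity change below a set negative limit, meaning inhibition stronger than a set level, cut at about -70% in these data; inconclusive means activity change between two set negative limits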; further: on the % scale 0 is the no-effect control and ±100 the full control effect
#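 TSHR-expressing cells, 200/well, pre-treated with compound, then stimulated with EC80 TSH (4nM final) for 2 hours at 37 deg C. cAMP measured by competitive HTRF: anti-cAMP cryptate antibody in lysis buffer plus cAMP-d2, read after 30 minutes at room temperature.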
# uPA generation: qHTS for Inhibitors of Cell Surface uPA Generation; cell surface uPA generation assay, qHTS; Potency, µM (highest dose often 38.3 µM), for the others: at the top dose activity change, negative = inhibition, hits mostly inhibitors; actives 0.31% (n = 330,000); AID 540303, 2011; active means well fitted inhibition curve with a large enough effect; inconclusive means small, poorly fitted or top-dose-only effect; inactive means no such curve, though single readings can be large or run the other way; tested in mouse RAW 264.7 cells; further: potency means the concentration at half of the fitted maximal effect; on the % scale 0 is the no-effect control and ±100 the full control effect; nearly all actives have a fitted effect of over 55% in size
# Mito fusion act: qHTS Assay for Small Molecule Inhibitors of Mitochondrial Division or Activators of Mitochondrial Fusion. S. cerevisiae fusion-defective mutant growth rescue, CellTiterGlo 48 h. Potency, µM (doses to about 46.1 µM), without a hit: at the top dose growth rescue (activation), most hits filed as activators. actives 0.23% (n = 320,000). AID 485298, 2010;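 further: potency means the concentration at half of the fitted maximal effect; % of control where 0% means no effect; nearly all actives have a fitted effect of over 45% in size; temperature-sensitive fusion mutants such as fzo1-1 at 37 °C on non-fermentable ethanol glycerol medium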
#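 Compounds are tested for their ability to restore growth of mitochondrial fusion-defective yeast strains at non-permissive 37C in YPEG medium over 48 hours. Viability is quantified by luciferase luminescence.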
# ELG1 DNA repair: qHTS screen for small molecules that inhibit ELG1-dependent DNA repair in human embryonic kidney (HEK293T) cells expressing luciferase-tagged ELG1; AID 504467, 2011; actives 2.3% (n = 330,000); Potency, µM (titrated, usually from 46.1 µM), inactives show top-dose activity change, negative = inhibition, hits mostly inhibitors; HEK293T ELG1-luciferase reporter, luminescence, 16 h; DNA damage induced by 5-fluorouridine; further: potency means the concentration at half of the fitted maximal effect; on the % scale 0 is the no-effect control and ±100 the full control effect; nearly all actives have a fitted effect of over 55% in size
#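 Quantitative HTS, concentration-response format. 2,000 cells/well co-treated with 5-fluorouridine and compound, 16 hr in 5% CO2 at 37 °C; ONE-Glo luminescence read after 30 min.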
# BCR signal inh: qHTS Assay to Find Inhibitors of Chronic Active B-Cell Receptor Signaling | actives 0.05% (n = 340,000) | Potency, µM (doses to about 46.1 µM), without a hit: at the highest dose ratio change, negative = lower green/red ratio, hits mostly inhibitors | ABC-DLBCL IkBa-CBG/CBR reporter, luminescence ratio, 4 h; active means well fitted inhibition curve with a large enough effect in the signal ratio, with a control signal flat, not every such curve was filed as active; inconclusive means small, poorly fitted or top-dose-only effect, or effect the other way, or a change in a side signal; the % refers to the signal ratio;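 further: potency means the concentration at half of the fitted maximal effect; plate controls were basal doxycycline-induced cells for no effect and cells given 10 µM MG132 for full effect; MG132 reads +100%, hits lower the ratio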
#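 TMD8 ABC-DLBCL cells carrying doxycycline-inducible green luciferase fused to IkappaBalpha plus unfused red luciferase were exposed to compounds (up to 46 uM) for 4 hrs at 37C. Activity came from the overlap-corrected green/red luminescence ratio.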
# TCR act: Activators of T cell receptors: qHTS campaign | 330,000 tested, under 10 active | primary human leukocytes, anti-CD3, IL-2 HTRF, 48 h | Potency, µM (series often up to 9.22 µM), without a hit: at the top dose activation of IL-2 secretion, usual class: activators; further: % of control where 0% means no effect
#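 1) Mix primary human leukocytes, a-CD3 beads and compound. 2) Incubate 48 hr. 3) Add HTRF IL-2 reagents (a-IL-2-K, a-IL-2-d2).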
# USP2a block: qHTS Assay for Inhibitors of Ubiquitin-specific Protease USP2a Using CHOP2 as the Reporter | USP2 core, Ub-CHOP2 coupled fluorogenic reporter, 485/531 | actives 0.01% (n = 330,000) | Potency, µM (series often up to 38.3 µM), inactives show at the top dose activity change, negative = inhibition, usual class: inhibitors | Ubiquitin carboxyl-terminal hydrolase 2 (Homo sapiens), O75604;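 further: potency means the concentration at half of the fitted maximal effect; plate controls were DMSO wells for no effect and full inhibition by NEM control for full effect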
# Target sequence (O75604 whole entry, looked up): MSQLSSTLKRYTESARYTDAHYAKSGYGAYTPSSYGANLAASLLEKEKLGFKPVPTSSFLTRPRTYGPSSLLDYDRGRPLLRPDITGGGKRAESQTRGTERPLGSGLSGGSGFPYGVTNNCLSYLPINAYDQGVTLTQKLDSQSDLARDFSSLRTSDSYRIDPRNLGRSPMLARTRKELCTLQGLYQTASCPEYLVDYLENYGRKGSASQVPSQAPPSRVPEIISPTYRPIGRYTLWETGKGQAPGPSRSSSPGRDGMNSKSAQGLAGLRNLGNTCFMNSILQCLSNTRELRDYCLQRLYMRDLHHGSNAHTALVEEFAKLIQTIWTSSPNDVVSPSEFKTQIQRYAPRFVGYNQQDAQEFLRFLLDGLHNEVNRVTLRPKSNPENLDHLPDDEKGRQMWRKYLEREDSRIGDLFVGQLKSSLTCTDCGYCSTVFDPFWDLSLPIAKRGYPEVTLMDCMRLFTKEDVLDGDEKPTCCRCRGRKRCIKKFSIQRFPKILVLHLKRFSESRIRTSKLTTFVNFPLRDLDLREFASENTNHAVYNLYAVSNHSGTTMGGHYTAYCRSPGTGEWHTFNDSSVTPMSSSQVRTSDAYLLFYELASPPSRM
#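 USP2 core (10nM final) preincubated 30min RT with compound in 20mM Tris-HCl pH 8.0, 2mM CaCl2, 2mM beta-mercaptoethanol, 0.05% CHAPS; 25nM Ub-CHOP2 plus 25nM reporter substrate added, fluorescence (Ex485/Em531) read after 60min.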
# B2AR arrestin: qHTS assay of beta-arrestin-biased ligands of beta2-adrenergic receptor | Beta-2 adrenergic receptor (Homo sapiens), P07550 | beta-arrestin recruitment to beta2AR, cell-based reporter | Potency, µM (doses to about 46.1 µM), without a hit: at the highest dose activation, actives largely listed as activators | actives 0.02% (n = 330,000) | AID 492947, 2010;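 further: potency means the concentration at half of the fitted maximal effect; 0% = DMSO controls and full agonism = EC100 isoproterenol or metaproterenol; nearly all actives have a fitted effect of over 65% in size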
# Eya2 phos inh: qHTS Assay for Inhibitors of the Phosphatase Activity of Eya2; Protein phosphatase EYA2 (Homo sapiens), O00167; recombinant Eya2, OMFP fluorescence dephosphorylation (OMFP is methylfluorescein phosphate); Potency, µM (highest dose often 76.9 µM), for inactives: at the highest dose activity, negative = inhibition, most hits filed as inhibitors; actives 0.006% (n = 330,000); AID 488837, 2010; further: potency means the concentration at half of the fitted maximal effect; on the % scale 0 is the no-effect control and ±100 the full control effect
# Target sequence (O00167 whole entry, looked up): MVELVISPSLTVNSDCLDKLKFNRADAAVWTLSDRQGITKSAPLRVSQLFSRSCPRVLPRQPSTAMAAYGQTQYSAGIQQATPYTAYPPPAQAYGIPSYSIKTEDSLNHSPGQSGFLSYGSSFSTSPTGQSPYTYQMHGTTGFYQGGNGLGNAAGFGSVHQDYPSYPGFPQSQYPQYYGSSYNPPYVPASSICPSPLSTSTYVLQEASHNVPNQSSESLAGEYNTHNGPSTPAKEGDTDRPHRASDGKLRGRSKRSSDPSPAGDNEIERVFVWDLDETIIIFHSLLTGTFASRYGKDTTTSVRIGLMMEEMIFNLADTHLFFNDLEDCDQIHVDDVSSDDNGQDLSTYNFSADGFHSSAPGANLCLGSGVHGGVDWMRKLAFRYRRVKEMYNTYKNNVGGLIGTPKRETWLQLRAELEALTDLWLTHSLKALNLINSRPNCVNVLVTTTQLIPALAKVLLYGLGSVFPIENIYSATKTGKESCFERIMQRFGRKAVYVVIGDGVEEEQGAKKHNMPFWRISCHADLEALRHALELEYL
#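 Eya2 protein (added as 0.2 uM solution) was preincubated with compound for 10 min at ambient temperature in 50 mM HEPES pH 7.5, 50 mM NaCl, 5 uM MgCl2, 0.05% BSA, 1 mM DTT. OMFP (added at 50 uM) then reacted 10 min; fluorescence read at 485/525 nm.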
# PTAP TSG101 blk: qHTS Assay for Iinhibitors of HIV-1 Budding by Blocking the Interaction of PTAP/TSG101 | Fluorescence polarization, FITC-PTAP peptide / Tsg101 binding | Potency, µM (titrated, usually from 115 µM), for the others: top-dose activity change, negative = inhibition, most hits filed as inhibitors | 340,000 tested, under 10 active | AID 493005, 2010; active means well fitted inhibition curve with a large enough effect in the main read-out, with a control signal flat, not every such curve was filed as active; inconclusive means small, poorly fitted or top-dose-only effect, or effect the other way, or a change in a side signal; inactive means no such curve, though single readings can be large or run the other way; further: potency means the concentration at half of the fitted maximal effect; % of control where 0% means no effect
#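 Fluorescence anisotropy tracks displacement of a FITC-tagged PTAP peptide (50 nM) from the Tsg101 binding domain (10 uM), following a 20 min room-temperature incubation at pH 7.5.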
# * hit, by the source's call; ? = inconclusive; nt = no result given; [ ] = remark or other dose. Unless noted, the call rests on the fitted dose curve; in most records, active means well fitted curve in the direction sought with a large enough effect; inconclusive means small, poorly fitted or top-dose-only effect, or another doubt; inactive means no such curve, though single readings can be large; an effect the other way counts as inactive or inconclusive.
SMILES,Tb PFK block,TSHR antagonist,uPA generation,Mito fusion act,ELG1 DNA repair,BCR signal inh,TCR act,USP2a block,B2AR arrestin,Eya2 phos inh,PTAP TSG101 blk
Cc1ccc([C@@H]2CC=C(C(=O)O)[C@H](c3ccc(C(C)(C)C)cc3)N2S(=O)(=O)c2ccc(C)cc2)cc1,0%,-20,-17%,nt,?,?,6%,?,-0.6%,-23%,-10%
COc1ccc(-c2cc(C(=O)N3CCCCCC3)no2)cc1OC,-2%,-3,3%,2%,?,?,6%,5%,0.1%,-2%,-2%
O=C(O)c1ccc(-c2sc(Nc3ccccc3)n[n+]2-c2ccccc2)cc1,-6%,-3,16%,1%,-2%,-2%,-3%,1%,-0.5%,1%,1%
CCOC(=O)c1c(C)[nH]c(C(=O)N2CCN(C(=O)OCC)CC2)c1C,3%,5,-1%,-3%,0%,0%,8%,-1%,0.0%,0%,-3%
Cc1nc2ccc(C(=O)O)cc2c2c1CC(CN)O2 (configuration not stated),3%,3,11%,0%,4%,5%,nt,1%,-0.6%,?,-2%
COc1ccc(OCC(=O)NNC(=O)c2ccccc2OCc2c(C)noc2C)cc1,9%,9,0%,-9%,-2%,-2%,-6%,-1%,0.0%,0%,-4%
COc1ccc(S(=O)(=O)N2CCCCC2)cc1NC(=O)CCNC(=O)c1ccccc1Cl,-6%,-14,7%,0%,-18%,-1%,nt,-1%,0.1%,?,-6%
CC(NC(=O)CCNS(=O)(=O)c1ccc2c(c1)oc(=O)n2C)c1ccccc1 (configuration not stated),-4%,4,0%,-3%,28%,1%,3%,0%,0.6%,6%,-6%
O=C1CC2(CC(c3ccc(Cl)cc3)=NO2)C(=O)N1c1ccccc1 (configuration not stated),0%,-6,-1%,5%,-2%,2%,4%,1%,0.5%,8%,1%
CCc1cccc(OCCN2CCCC2)c1,3%,4,-1%,-2%,2%,-2%,-3%[46.1 µM],2%,-1.4%,2%,1%
Cc1cc(C)c2c(n1)nn1c(NCCN3CCOCC3)cc(C)nc21,1%,-1,0%,-1%,3%,3%,2%,-1%,0.0%,-7%,-5%
Fc1ccc(/C=C/c2nnc(-c3cccs3)o2)cc1,-4%,18,-2%,1%,?,?,1%[46.1 µM],3%,-0.5%,14%,0%
Cc1csc(NC(=O)C2CCCCC2C(=O)O)n1 (configuration not stated),3%,1,4%,0%,15%,13%,-13%,1%,0.1%,0%[15.4 µM],5%
CC(NC(=O)COC(=O)c1cc(Cl)nc(Cl)c1)c1ccccc1 (configuration not stated),2%,0,nt,2%,-13%,?,-3%,8%,0.2%,5%,-1%
CCN(C(=O)CSc1n[nH]c(N)n1)c1cccc2ccccc12,-3%,0,-2%,nt,1%,-4%,2%,-4%,-0.1%,4%,-1%
Cc1cc(=O)[nH]c(N2CCN(Cc3ccccc3)CC2)n1,22%,-1,11%,-6%,22%,-6%,nt,1%,0.0%,7%,nt
CCOc1ccc(NS(=O)(=O)c2ccc(C(=O)NCc3ccccn3)cc2)cc1,9%,21,0%,0%,7%,7%,7%,2%,-0.5%,3%,-6%
CC(=O)Nc1ccc(C(=O)OCC(=O)c2ccc(F)cc2)cc1,3%,-1,1%,-5%,18%,1%,3%[46.1 µM],1%,-0.3%,3%,-4%
Cc1nc2c(-c3ccc(F)cc3)c(C)nn2c(N2CCOCC2)c1C,4%,-7,-3%,4%,?,?,-12%,9%,-0.1%,-4%,4%
O=C(CSc1ccccc1)Nc1nccs1,-1%,-3,1%,-5%,?,11%,14%,0%,0.2%,11%,1%

# Three entries from above, with values under each structure:
# Order of results: Tb PFK block	TSHR antagonist	uPA generation	Mito fusion act	ELG1 DNA repair	BCR signal inh	TCR act	USP2a block	B2AR arrestin	Eya2 phos inh	PTAP TSG101 blk
CCN(C(=O)CSc1n[nH]c(N)n1)c1cccc2ccccc12
→ -3%	0	-2%	nt	1%	-4%	2%	-4%	-0.1%	4%	-1%
Cc1cc(=O)[nH]c(N2CCN(Cc3ccccc3)CC2)n1
→ 22%	-1	11%	-6%	22%	-6%	nt	1%	0.0%	7%	nt
CCOc1ccc(NS(=O)(=O)c2ccc(C(=O)NCc3ccccn3)cc2)cc1
→ 9%	21	0%	0%	7%	7%	7%	2%	-0.5%	3%	-6%

# Carrying on:
SMILES,Tb PFK block,TSHR antagonist,uPA generation,Mito fusion act,ELG1 DNA repair,BCR signal inh,TCR act,USP2a block,B2AR arrestin,Eya2 phos inh,PTAP TSG101 blk
CCC(CC)N1CCN(CCc2ccccc2)C(CCO)C1 (configuration not stated),-4%,9,0%,0%,0%,-3%,4%,-3%,-0.1%,13%,0%
COc1cc(/C=N/NC(=O)c2ccncc2)cc(OC)c1OC,-1%,2,4%,0%,?,0%,nt,3%,-0.8%,3%,1%
CCOc1cc(NC(=S)NC)c(OCC)cc1NC(=O)c1ccco1,-5%,-10,5%,-2%,?,5%,4%[46.1 µM],12%,-0.5%,-5%,1%
COc1ccc(C)c(Cn2c(-c3nonc3N)nc3ccccc32)c1,-6%,15,-9%,8%,?,?,2%,1%,0.0%,1%,-2%
N[C@@H](CO)c1nnc([C@H](Cc2ccc(O)cc2)NC(=O)C2CCNCC2)o1,0%,1,11%,0%,11%,-15%,2%,0%,0.5%,17%,-3%
C=CCn1c(C)c(C(C)=O)c(SC)nc1=S,3%,-14,2%,-2%,-14%,-4%,-3%,2%,2.4%,-1%,-5%
O=C(OCCNC(=O)c1ccc2ccccc2n1)c1ccc(F)cc1,-4%,17,nt,?,13%,-10%,nt,3%,0.9%,-12%,-4%
Cc1occc1C(=O)N/N=C/c1ccc(-c2ccccc2)cc1,-17%,-20,-8%,-28%,?,?,-3%,0%,-0.1%,-4%,0%
C=C(C)CCC1(C)NC(=O)N(c2ccccc2)N1 (configuration not stated),1%,9,0%,-8%,?,4%,1%,2%,0.0%,6%,0%
Cc1ccc(C(=O)c2cc([N+](=O)[O-])ccc2N2CCN(C)CC2)cc1,1%,1,-12%,-6%,-11%,-19%,0%,4%,-0.7%,-6%,-2%
C[C@H]1CN([C@@H](C)CO)C(=O)Cc2cc(NC(=O)CCC(F)(F)F)ccc2O[C@H]1CN(C)C(=O)Nc1ccc(F)cc1,3%,-4,6%,nt,9%,-1%,-3%,2%,0.2%,-27%,-1%
O/N=C1\CCSc2ccc(F)cc21,-18%,8,9%,4%,-9%,-20%,6%,-8%,-0.7%,5%,-3%
O=C1NCN(c2ccccc2)C12CCN(c1nnnn1-c1ccccc1)CC2,5%,-6,-2%,3%,3%,-13%,2%,0%,0.3%,-24%,-7%
Cc1cc(=O)oc2c(CN3CCCC3)c(O)ccc12,-8%,-13,3%,-5%,-3%,-1%,-2%,-2%,-0.6%,7%,0%
Cc1ccccc1CS(=O)(=O)c1cnc2ccccc2n1,-5%,2,-14%,0%,?,-13%,0%,1%,-0.1%,20%,-1%

# Single records, from the list above. Order of screens: Tb PFK block, TSHR antagonist, uPA generation, Mito fusion act, ELG1 DNA repair, BCR signal inh, TCR act, USP2a block, B2AR arrestin, Eya2 phos inh, PTAP TSG101 blk
# `CCC(CC)N1CCN(CCc2ccccc2)C(CCO)C1` (configuration not stated) across the screens: -4%, 9, 0%, 0%, 0%, -3%, 4%, -3%, -0.1%, 13%, 0%
# `CC(=O)Nc1ccc(C(=O)OCC(=O)c2ccc(F)cc2)cc1` across the screens: 3%, -1, 1%, -5%, 18%, 1%, 3%[46.1 µM], 1%, -0.3%, 3%, -4%
